Compound activity as filed in PubChem BioAssay.
NCF1 inh: p47phox (human) inhibition. P14598. p47phox/p22phox peptide binding, fluorescence polarization, 2 h. inhibition, % at 24.7 µM. hit rate 0.53% among 220,000;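 active = inhibition above about 30%, limit read from the data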;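 also: 0% = p47phox with labelled peptide and 100% = labelled peptide alone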
BaF3 tox: counter-screen for JAK2V617F inhibitors: parental Ba/F3 viability inhibitors; hit rate 1.1% among 220,000; inhibition, % at 5.6 µM; CellTiter-Glo ATP luminescence;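 active = inhibition above a per-campaign cutoff, the mean inhibition of all tested compounds plus 3 SD, cut at about 27% in these data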;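 also: 0% = DMSO wells and 100% = JAK Inhibitor I control wells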
RBBP9 inhibitor: inhibitors of human serine hydrolase RBBP9 | O75884 | recombinant RBBP9, FP-Rh probe fluorescence polarization | inhibition, % at 7.94 µM | hit rate 0.2% among 220,000;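 active = inhibition above the campaign mean of all tested compounds plus 3 SD, cut at about 14% in these data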;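 also: plate controls were DMSO wells with RBBP9 for no effect and wells lacking RBBP9 protein for full effect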
Target sequence (O75884 whole entry, looked up): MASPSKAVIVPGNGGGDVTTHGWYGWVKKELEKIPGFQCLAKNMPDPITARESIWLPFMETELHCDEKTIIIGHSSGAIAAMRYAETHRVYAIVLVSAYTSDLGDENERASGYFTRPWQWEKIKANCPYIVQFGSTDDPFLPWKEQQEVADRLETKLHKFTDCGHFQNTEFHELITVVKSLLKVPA
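Test system: recombinant human RBBP9; Timing: 30 min then 45 min, 25 °C; Detection: fluorescence polarization; Control set: RBBP9 with DMSO as uninhibited control, no-protein wells as full inhibition; Compound dosing: one concentration, 7.94 µM nominal, 0.794% DMSO; Probe or stimulus: FP-Rh activity-based probe, 375 nM before mixing.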
EP2 antag: blocks the human prostaglandin E2 receptor EP2. P43116. C6 glioma cells expressing human EP2, cAMP TR-FRET; cells stimulated with saturating PGE2. inhibition, % at 25 µM. hit rate 0.52% among 260,000. AID 1422;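 active = percent inhibition above 40 after rounding to a whole number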;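 also: rat C6 glioma host cells with rolipram phosphodiesterase inhibitor present; the protocol text gives 20 µM as final concentration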
p97 ATPase inh: human p97 ATPase inhibition; P55072; hit rate 0.42% among 220,000; inhibition, % at 8 µM; AID 1481; recombinant p97 ATPase, Kinase-Glo ATP luminescence, 3 h; in the data active = inhibition above about 15%;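 also: 0% = DMSO vehicle and 100% = wells lacking enzyme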
Target sequence (P55072 whole entry, looked up): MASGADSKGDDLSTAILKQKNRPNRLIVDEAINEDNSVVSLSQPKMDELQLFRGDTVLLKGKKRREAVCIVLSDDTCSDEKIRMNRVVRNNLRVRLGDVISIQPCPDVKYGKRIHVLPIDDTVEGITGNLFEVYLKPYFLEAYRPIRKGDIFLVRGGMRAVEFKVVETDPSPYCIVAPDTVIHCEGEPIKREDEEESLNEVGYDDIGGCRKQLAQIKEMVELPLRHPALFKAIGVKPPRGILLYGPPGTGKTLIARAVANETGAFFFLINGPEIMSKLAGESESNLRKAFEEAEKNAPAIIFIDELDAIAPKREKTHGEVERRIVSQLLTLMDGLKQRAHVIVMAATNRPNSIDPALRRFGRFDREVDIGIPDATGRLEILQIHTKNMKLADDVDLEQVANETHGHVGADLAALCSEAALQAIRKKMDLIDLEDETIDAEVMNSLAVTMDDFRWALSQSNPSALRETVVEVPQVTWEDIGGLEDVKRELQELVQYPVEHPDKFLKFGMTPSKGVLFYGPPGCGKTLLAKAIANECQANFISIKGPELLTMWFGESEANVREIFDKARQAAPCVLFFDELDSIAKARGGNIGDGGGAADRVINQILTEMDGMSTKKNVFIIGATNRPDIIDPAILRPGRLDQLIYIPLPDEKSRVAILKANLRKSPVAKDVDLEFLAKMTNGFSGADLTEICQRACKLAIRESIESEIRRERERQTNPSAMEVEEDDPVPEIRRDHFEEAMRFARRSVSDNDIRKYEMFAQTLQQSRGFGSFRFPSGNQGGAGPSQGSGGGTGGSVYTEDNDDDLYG
PPC-1+TRAIL kill: PPC-1 cancer cell killing with TRAIL present; PPC-1 cells + TRAIL, ATPLite viability luminescence; cell killing (% activity), % at 4 µM; hit rate 0.41% among 220,000; AID 1443;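 active = cell killing above 50% in the first pass at 4 µM, then a duplicate retest at 5 µM averaging 50% or more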;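 also: plate controls were cells with TRAIL plus DMSO for no effect and medium-only wells lacking cells for full effect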
Ba/F3 V617F tox: loss of viability in JAK2V617F-driven Ba/F3 cells | Ba/F3 EpoR-JAK2V617F viability, ATP luminescence | inhibition, % at 5.6 µM | hit rate 1.1% among 220,000 | AID 1446;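 active = inhibition above the campaign mean plus 3 SD over all tested compounds, cut at about 24% in these data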;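 also: cytokine-independent growth of Ba/F3 cells driven by EpoR plus mutant JAK2; 0% = DMSO-treated cells and 100% = JAK inhibitor I control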
Furin inh: human furin inhibition; inhibition, % at 30 µM; purified furin, fluorogenic substrate cleavage; AID 463115; hit rate 0.061% among 220,000; in the data active = inhibition above about 25%; also: inactives centre near -15
TbHK1 inh: blocks Trypanosoma brucei hexokinase 1 activity; recombinant TbHK1, G6PDH-coupled NADH A340; inhibition, % at 10 µM; hit rate 0.11% among 220,000; AID 1430;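 active = inhibition of 50% or more in the single-dose primary screen; inactive = inhibition below 50%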
An asterisk follows results filed as active; nt = no result given; [ ] = dose if it differs, or a comment.

SMILES	NCF1 inh	BaF3 tox	RBBP9 inhibitor	EP2 antag	p97 ATPase inh	PPC-1+TRAIL kill	Ba/F3 V617F tox	Furin inh	TbHK1 inh
O=C(O)c1ccc(N/N=C/C=C/c2ccccc2[N+](=O)[O-])cc1	-1	-1	7	11	11	6	4	-7	-13
O=C1SC(SCc2ccccc2)=N/C1=C\c1ccc(C(=O)O)cc1	-56	1	1	7	9	-5	-5	-27	-15
Cc1cc(NC(=O)CCN2C(=O)C3C4CCC(C4)C3C2=O)cc(C)c1Br (stereo unspecified)	-9	7	-6	3	-1	24	0	-22[20 µM]	-2
Cc1ccc(NP(=O)(Nc2ccc(C)cc2)Nc2ccc(C)cc2)cc1	-7	-4	-10	5	1	4	-1	-14	3
COc1ccccc1-n1cc(CN2CCN(C3CCCC3)C(CCO)C2)cn1 (stereo unspecified)	-11	5	-12	12	1	-5	-1	-10	3
Oc1ccc(-c2nc3ccccn3c2NCc2ccc3c(c2)OCO3)cc1	-10	4	-4	15	5	20	-1	-44	-6
COCCN=C1Sc2nc3cc(C)c(C)cc3cc2CN1Cc1cccs1	-28	-6	1	7	1	-1	0	-14	-19
Cc1ccc(-c2nc3n(n2)Cc2ccccc2-3)cc1	-9	5	-4	2	-7	75*[5 µM]	-1	-19[20 µM]	-6
COCCn1c(SCC(=O)Nc2ccc(F)cc2)nc2c(oc3ccccc32)c1=O	9	4	-1	6	4	13	-3	-18	0
COCc1ccc(C(=O)Nc2ccc(C(=O)O)cc2)o1	-3	0	-10	7	6	3	-5	-16	-7
CCc1ccc(N(C2C=CS(=O)(=O)C2)S(=O)(=O)c2ccccc2)cc1 (stereo unspecified)	-2	2	3	7	2	2	-3	-13	33
COc1cc(SC)ccc1C(=O)N(Cc1ccccc1)c1ccccn1	8	2	-5	13	-1	7	0	-4	-8
Nn1c(SCC(=O)N2CCCCCC2)nnc1-c1ccncc1	-2	3	0	10	3	-25	-4	-12[20 µM]	-6
O=C(C(c1ccccc1)c1ccccc1)N1CCN(Cc2ccccn2)CC1	-10	4	-6	2	-5	-6	2	-12	-1
CCN(CC)C1=C(Cl)C(=O)C(Cl)C12OCCO2 (stereo unspecified)	8	-11	1	4	5	13	-3	-25	-11
CC(C)NS(=O)(=O)c1ccc(CCC(=O)NCc2ccncc2)cc1	-1	-1	-1	5	5	18	-5	-30	-2
CCC(CC)C(=O)c1c[nH]c(C(=O)NCC2CCCO2)c1 (stereo unspecified)	-12	0	-8	10	-3	10	-3	-21	-2
Cc1ccc(NC(=O)NCCCN2CCCC2=O)cc1	-11	6	0	7	1	17	-3	-21[20 µM]	0
CC1CCCN(c2ccc([N+](=O)[O-])cc2C(=O)c2ccccc2)C1 (stereo unspecified)	-1	79*	-7	6	3	4	77*	-24	12
CCN1C2OC3OC4C(OC3OC2N(CC)S1(=O)=O)N(CC)S(=O)(=O)N4CC (stereo unspecified)	-1	2	-4	6	14	2	5	-6	8
COc1ccc(NC2CC(=O)N(C(C)C)C2=O)cc1 (stereo unspecified)	-6	9	2	6	-6	7	6	-7[20 µM]	7
C/C=C(\CS(=O)(=O)c1ccccc1)S(=O)(=O)c1ccccc1	-10	-1	-9	5	-1	7	11	-20[20 µM]	1
Cc1ccc(CC2S/C(=C(/C#N)C(=O)N3CCOCC3)N(c3ccccc3)C2=O)cc1 (stereo unspecified)	-9	4	0	6	-1	7	0	-6	-1
COc1ccc(OC)c(NC(=O)CSc2ccc3ccccc3c2)c1	-6	1	-13	11	-10	18	3	-6[20 µM]	4
CCOC(=O)C(NC(C)=O)(Nc1ccc(S(=O)(=O)Nc2ncccn2)cc1)C(F)(F)F (stereo unspecified)	0	0	-7	5	7	22	-3	-13	1

Two compounds picked at random from those above:
SMILES	NCF1 inh	BaF3 tox	RBBP9 inhibitor	EP2 antag	p97 ATPase inh	PPC-1+TRAIL kill	Ba/F3 V617F tox	Furin inh	TbHK1 inh
CC(C)NS(=O)(=O)c1ccc(CCC(=O)NCc2ccncc2)cc1	-1	-1	-1	5	5	18	-5	-30	-2
Cc1cc(NC(=O)CCN2C(=O)C3C4CCC(C4)C3C2=O)cc(C)c1Br (stereo unspecified)	-9	7	-6	3	-1	24	0	-22[20 µM]	-2

The listing continues:
SMILES	NCF1 inh	BaF3 tox	RBBP9 inhibitor	EP2 antag	p97 ATPase inh	PPC-1+TRAIL kill	Ba/F3 V617F tox	Furin inh	TbHK1 inh
CN(CC(=O)N1CCN(c2ccccc2)CC1)S(=O)(=O)c1cccs1	-18	5	-6	7	3	-17	0	-17	-2
O=C(NC(=S)Nc1ccc(Br)cn1)c1cccs1	-3	3	4	6	5	17	0	-16	-7
CCc1cccc(CC)c1NC(=O)Cn1c(-c2ccc(F)cc2)noc1=O	-4	5	-5	0	0	4	-1	-7	-6
CC(C)NS(=O)(=O)c1ccc(CCC(=O)N2CCOCC2)cc1	-75	4	-1	6	-4	7	4	-2[20 µM]	6
CC(=O)Nc1nnc(SCc2cccc(F)c2)s1	-4	2	-2	6	5	27	-2	-19	-1
CC1CCC2(CC1)Nc1ccccc1C(=O)N2c1ccccc1 (stereo unspecified)	-2	6	-2	7	3	3	-2	-24[20 µM]	-8
COc1ccc(S(=O)(=O)Nc2ccc(-n3cccc3)cc2)cc1	-9	0	-4	3	-1	7	0	-7	2
CCCc1nc2sc3c(c2c(=O)n1NC(=O)c1ccco1)CC(C)(C)OC3	-4	0	-2	10	7	16	-5	-14	-3
Cn1c(CSCc2ccc(Cl)cc2Cl)n[nH]c1=S	-6	2	5	13	-1	27	4	-1	-1
COc1ccc(C(=O)OCC[N+]2(C)CCOCC2)cc1	3	1	-12	5	-3	0	2	-15	8
CCOc1ccc(CNC(=O)CCCOc2cc(=O)n(C)c3ccccc23)cc1	-10	3	-11	5	-10	25	4	4[20 µM]	8
CCOC(=O)CN1C(=O)C(O)(c2c(C)[nH]c3ccccc23)c2ccccc21 (stereo unspecified)	-38	0	-1	nt	6	29	-3	0[20 µM]	-4
CCCCOc1ccc(C(=O)OCC(=O)Nc2cc(C)c(C)cc2[N+](=O)[O-])cc1	-6	3	-5	10	1	24	0	-22	9
COC(=O)c1ccc(C2C(Oc3ccc(OC)cc3)C(=O)N2CCc2ccc(F)cc2)cc1 (stereo unspecified)	3	5	-7	16	0	16	-3	-19	-2
Cc1cc(SCC(=O)c2ccccc2)nc(SCC(=O)c2ccccc2)n1	-9	3	-10	12	-16	13	6	6[20 µM]	8
O=C(COC(=O)Cc1ccc(Cl)cc1Cl)Nc1ccc(OC(F)F)cc1	-8	5	-8	4	-9	32	1	4	37
CCN1CC2([N+](=O)[O-])C=CC(=O)C([N+](=O)[O-])(C1)C2CC(=O)c1ccccc1 (stereo unspecified)	-23	4	-3	9	-2	8	-1	-6[20 µM]	-31
Cn1nnnc1SC(C(=O)Nc1cccc(C(F)(F)F)c1)c1ccccc1 (stereo unspecified)	-13	3	-2	1	-2	10	-1	-1	39
COc1ccc(C(=O)N2CCc3c([nH]c4ccccc34)C2C(F)(F)F)cc1 (stereo unspecified)	-16	0	-7	19	5	-4	-3	-9	1
O=C(O)CCc1nn2c3ccccc3nc2n(-c2ccccc2)c1=O	-13	5	-7	9	1	16	1	-22[20 µM]	-12
Cc1ccc(Nc2nnns2)cc1C	-6	0	0	10	4	4	-4	-27[20 µM]	-9
Cc1ccc(-n2nc(C(=O)N/N=C/c3cccc(C(F)(F)F)c3)c3ccccc3c2=O)cc1C	-15	5	-9	11	0	10	4	-21[20 µM]	-14
COc1cc(C2OC(c3cc(OC)c(OC)c(OC)c3)C(C)C2C)cc(OC)c1OC (stereo unspecified)	-1	-4	-12	12	-7	9	4	-17	2
Cc1ccc(NC(=O)CN2C(=O)S/C(=C\c3cc(C)n(C)c3C)C2=O)cc1	-13	2	-16	6	-2	14	3	-7[20 µM]	-14
O=C(NNc1ccc(C2CCCCC2)cc1)C(O)(c1ccccc1)c1cccs1 (stereo unspecified)	-11	6	1	10	2	-1	0	-21	2

Next part
SMILES	NCF1 inh	BaF3 tox	RBBP9 inhibitor	EP2 antag	p97 ATPase inh	PPC-1+TRAIL kill	Ba/F3 V617F tox	Furin inh	TbHK1 inh
CC1(C)N=C(c2ccccn2)C(C)(C)N1O	-10	6	-1	10	-1	23	4	-24[20 µM]	-1
COc1ccccc1Nc1nnc(SCC2CCCCO2)s1 (stereo unspecified)	-4	14	-4	3	-12	65*[5 µM]	10	7	4
O=c1[nH]c(CSc2nnc(-c3ccccc3)n2C2CCCCC2)nc2ccccc12	-11	5	-7	7	1	16	1	-15[20 µM]	-4
O=c1c2cnn(-c3ccccc3)c2nc(-c2cccs2)n1-c1ccc(Br)cc1	-27	5	-3	19	5	nt	0	0	-3
O=C(/C=C/c1ccc(F)cc1)N1CCCc2ccccc21	3	-1	1	10	0	5	-3	-25	-7
COCC(O)CNc1ccccc1 (stereo unspecified)	-7	6	-5	10	6	-8	-3	-14	2
O=C(NCC(=O)N(c1cccc(F)c1)C(C(=O)NC1CCCC1)c1cccnc1)c1cccs1 (stereo unspecified)	-5	5	-9	5	1	0	-2	-27	-4
CC1CN(C(=O)CCn2c(=O)oc3ccccc32)CC(C)O1 (stereo unspecified)	-5	-1	7	3	3	0	-5	-10	-7
Cc1cc(S(=O)(=O)N(Cc2ccccc2)Cc2ccc(N(C)C)cc2)ccc1-n1cnnn1	-10	11	-1	5	1	17	1	-9	0
Cc1nnc(SCC(=O)Nc2ccc3c(c2)OCCO3)n1CC1CCCO1 (stereo unspecified)	-7	6	-9	16	3	18	-3	-15[20 µM]	3
CCN1CCCc2cc(CN(CCN3CCOCC3)C(=S)Nc3ccc(OC)c(OC)c3)ccc21	-11	6	9	8	4	21	-3	-18	0
NS(=O)(=O)c1ccc(Nc2nc(-c3ccc(O)cc3)cs2)cc1	-30	3	-1	9	7	29	-1	-16[20 µM]	-12
O=Cc1cccn1Cc1ccc(Cl)cc1Cl	-7	4	-1	5	2	-26	-2	-13[20 µM]	38
Cc1n[nH]c(=O)nc1NCCN(C)C	3	3	9	9	3	1	0	-21	-6
Cc1ccc(-c2cc(C(=O)OCC(=O)N(C)C3CCS(=O)(=O)C3)c3ccccc3n2)o1 (stereo unspecified)	2	7	-1	10	1	18	3	-2	-3
O=C(NCc1ccncc1)c1cccc(Cn2cc(Br)cn2)c1	-6	-1	-2	11	-4	1	1	-24	-4
NS(=O)(=O)c1ccc(CCNC(=O)c2cc(-c3cc(Cl)ccc3O)n[nH]2)cc1	-10	-2	-24	5	9	-13	-2	-23	-7
N#CCC(=O)Nc1ccc(C(=O)NCc2ccccn2)cc1	-6	3	-8	5	5	4	-3	0	-4
CCc1ccccc1NC(=S)NN	-7	3	-6	9	0	-17	0	-16	-7
O=C(COC(=O)c1ccc(O)cc1)Nc1nccs1	-13	-1	8	7	0	7	1	-12	14
CCc1c(C)nc(SCC(=O)N2CCN(c3ccccc3)CC2)[nH]c1=O	-4	4	-4	6	3	-8	-3	-25	-2
CC(=O)Nc1ccc2c(c1)c1ccccc1n2C(C)=O	6	4	-7	4	7	11	1	-18	-5
COc1cc(C2=NOC(C(=O)NCc3cccs3)C2)cc(OC)c1OC (stereo unspecified)	10	77*	-1	6	-2	14	82*	-18[20 µM]	-4
Cn1nnc(NC(=S)NC(=O)c2ccco2)n1	-10	3	-1	5	4	6	-6	-22	-5

Only BaF3 tox, for some of the entries so far:
canonical_smiles	BaF3 tox
Cc1nnc(SCC(=O)Nc2ccc3c(c2)OCCO3)n1CC1CCCO1 (stereo unspecified)	6
CCN1CCCc2cc(CN(CCN3CCOCC3)C(=S)Nc3ccc(OC)c(OC)c3)ccc21	6
NS(=O)(=O)c1ccc(Nc2nc(-c3ccc(O)cc3)cs2)cc1	3
O=Cc1cccn1Cc1ccc(Cl)cc1Cl	4

An excerpt (hit frequency here may not be typical).
